Screens as filed in PubChem.
IL2 activator – qHTS of IL-2 Activators. AID 652025, 2013. actives 0.065% (n = 360,000). IL-2 activation reporter assay, cell-based qHTS; stimulated with anti-CD3/CD4/CD28 beads; in transgenic mouse T cells. activation, % (series mostly up to about 46 µM); in the data active = activation above about 50%; inconclusive = mostly about 30% to 49%; note: 0% is about no effect
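Readout: EGFP and DsRed signals by fluorescent plate cytometry. Unstimulated transgenic mouse T cells received compound 60 min before antibody-bead stimulation, then incubated 18 h at 37 degrees C.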
EPAC1 ag – qHTS for Agonist of cAMP-regulated guanine nucleotide exchange factor 3 (EPAC1): primary screen; EPAC1 agonist qHTS, biochemical assay; response scale: 100% = response to 6.5 mM cAMP; actives 0.073% (n = 360,000); Potency, µM (highest dose often 154 µM), for the others: top-dose activation, actives largely listed as activators; Rap guanine nucleotide exchange factor 3 (Homo sapiens), O95398; note: potency is the fitted concentration of half-maximal effect; nearly all actives have a fitted effect of over 60% in size
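Normalized to 6.5 mM cAMP, activity reflects EPAC1-catalysed release of BODIPY-GDP from Rap1B, followed kinetically over 30 min at 480 nm excitation, 540 nm emission. Reaction contained 100 nM EPAC1, 250 nM Rap1B-BODIPY-GDP, 50 uM GDP.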
WRN helicase inh – qHTS for Inhibitors of WRN Helicase. Bifunctional 3'-5' exonuclease/ATP-dependent helicase WRN (Homo sapiens), Q14191. WRN helicase unwinding, fluorescent forked duplex, kinetic. Potency, µM (highest dose often 114 µM), inactives show at the top dose activity change, negative = inhibition, hits mostly inhibitors. actives 0.46% (n = 360,000); note: potency is the fitted concentration of half-maximal effect; % is set by controls: 0 for no effect and ±100 for the full control effect; nearly all actives have a fitted effect of over 55% in size
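Kinetic fluorescence helicase assay: unwinding of a quenched forked DNA duplex (100 nM final) with 2 mM ATP final raises red fluorescence (525/598 nm). Compounds sat 15 min at room temperature with 20 nM WRN beforehand.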
CCT chaperon mod – High-Throughput Screening for Modulators of Cytosolic Chaperonin Activity. purified chaperonin ATPase assay, HTRF ADP detection, 30 min. activity change, % (no concentration beside the values), hits read low. AID 651819, 2012. actives 0.3% (n = 360,000); in the data active = activity change below about -30%; note: % is set by controls: 0 for no effect and ±100 for the full control effect
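TRiC at 40 or 20 nM final (batch-dependent) in 30 mM Tris pH 7.4, 100 mM KCl, 5 mM MgCl2, 1 mM DTT, with compound at single 76 uM and 10 uM ATP, 30 min at 37 deg C. ADP detected by HTRF Transcreener, 665/615 ratio.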
EPAC2 agonist – qHTS for Agonist of cAMP-regulated guanine nucleotide exchange factor 4 (EPAC2): primary screen; EPAC2 activation, biochemical qHTS; response scale: 100% = 6.5 mM cAMP response; Potency, µM (doses to about 154 µM), for the others: top-dose activation, most hits filed as activators; actives 0.079% (n = 360,000); AID 720711, 2013; note: potency is the fitted concentration of half-maximal effect; nearly all actives have a fitted effect of over 50% in size
Target sequence (Q8WZA2 whole entry, looked up): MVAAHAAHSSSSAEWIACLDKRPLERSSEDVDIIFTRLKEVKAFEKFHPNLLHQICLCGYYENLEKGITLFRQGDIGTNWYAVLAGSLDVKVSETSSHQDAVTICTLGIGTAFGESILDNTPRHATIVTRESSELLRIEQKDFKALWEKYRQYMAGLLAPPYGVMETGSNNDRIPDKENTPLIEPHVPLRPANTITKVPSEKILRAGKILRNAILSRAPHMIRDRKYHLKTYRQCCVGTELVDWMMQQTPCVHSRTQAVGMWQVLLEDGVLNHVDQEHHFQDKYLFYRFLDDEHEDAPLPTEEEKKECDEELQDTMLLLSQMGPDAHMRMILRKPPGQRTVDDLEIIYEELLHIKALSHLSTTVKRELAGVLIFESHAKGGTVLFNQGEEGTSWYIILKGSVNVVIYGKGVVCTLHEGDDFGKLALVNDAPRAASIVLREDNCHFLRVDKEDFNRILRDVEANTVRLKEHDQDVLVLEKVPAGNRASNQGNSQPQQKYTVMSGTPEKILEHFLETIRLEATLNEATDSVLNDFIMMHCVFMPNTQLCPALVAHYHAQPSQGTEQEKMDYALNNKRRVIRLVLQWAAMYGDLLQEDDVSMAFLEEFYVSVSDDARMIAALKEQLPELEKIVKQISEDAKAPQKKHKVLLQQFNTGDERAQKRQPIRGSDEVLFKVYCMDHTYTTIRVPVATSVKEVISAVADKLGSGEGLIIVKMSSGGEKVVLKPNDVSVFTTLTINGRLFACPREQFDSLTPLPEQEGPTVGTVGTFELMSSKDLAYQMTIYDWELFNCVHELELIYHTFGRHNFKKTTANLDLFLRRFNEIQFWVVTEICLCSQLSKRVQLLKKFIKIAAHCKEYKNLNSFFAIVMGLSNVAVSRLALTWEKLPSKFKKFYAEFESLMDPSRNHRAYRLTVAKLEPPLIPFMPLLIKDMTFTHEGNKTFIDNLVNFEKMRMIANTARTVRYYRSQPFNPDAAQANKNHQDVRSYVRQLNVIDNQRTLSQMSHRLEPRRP
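Setup: EPAC2 100 nM, labeled Rap1B complex 250 nM, free GDP 50 uM. Compound titrations pinned in, brief spin, 5 min room temperature incubation. Kinetic fluorescence read over 30 min, normalized to 6.5 mM cAMP.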
PI5P4Ka inh – qHTS for Inhibitors of phosphatidylinositol 5-phosphate 4-kinase (PI5P4K); Phosphatidylinositol 5-phosphate 4-kinase type-2 alpha (Homo sapiens), P48426; PI5P4Kalpha enzyme, ADP-Glo luminescence, 60 min; hits give low values; max response, %; actives 1.2% (n = 330,000); active = max response of -50% or lower; inconclusive = between -30% and -50%; inactive = -30% or higher; note: value at the top dose of about 77 µM; % is set by controls: 0 for no effect and ±100 for the full control effect
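Quantitative HTS of the MLSMR library against PI5P4Kalpha with substrate. ATP added last at 5 microM final; room temperature, 60 minutes. Remaining ATP depleted, ADP converted and read as luminescence.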
EPAC1 antag – qHTS for Antagonist of cAMP-regulated guanine nucleotide exchange factor 3 (EPAC1): primary screen. EPAC1 GEF assay, Rap1b-BODIPY-GDP exchange fluorescence. Rap guanine nucleotide exchange factor 3 (Homo sapiens), O95398. actives 0.14% (n = 360,000). AID 720709, 2013. Potency, µM (doses to about 115 µM), inactives show at the top dose activity change, negative = inhibition, actives largely listed as inhibitors;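 note: potency is the fitted concentration of half-maximal effect; plate controls were vehicle for no effect and positive control for full effect; nearly all actives have a fitted effect of over 50% in size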
PLK1 PBD inh – qHTS for Inhibitors of PLK1-PDB (polo-like kinase 1 - polo-box domain): Primary Screen | Serine/threonine-protein kinase PLK1 (Homo sapiens), P53350 | Plk1 PBD binding of FITC phosphopeptide, fluorescence polarization | Potency, µM, for the others: max response, negative = inhibition, actives largely listed as inhibitors | actives 2.8% (n = 360,000); note: potency is the fitted concentration of half-maximal effect; series mostly up to about 57 µM; % is set by controls: 0 for no effect and ±100 for the full control effect; nearly all actives have a fitted effect of over 65% in size
Numbers without * were called inactive; ? = inconclusive; . = no result given; [ ] = another dose, or the depositor's remark. Unless noted, calls come from the whole dose curve; as a rule, active = well fitted curve in the direction sought with a large enough effect; inconclusive = small, poorly fitted or top-dose-only effect, or another doubt; inactive = no such curve, though single readings can be large; an effect the other way counts as inactive or inconclusive. These rows are one share of the data, so the mix of outcomes need not match the whole.

Results follow in this order: IL2 activator	EPAC1 ag	WRN helicase inh	CCT chaperon mod	EPAC2 agonist	PI5P4Ka inh	EPAC1 antag	PLK1 PBD inh
- Cc1ccc(C(=O)CCC(=O)N2CCN(c3ccccc3O)CC2)cc1
→ -0.5	-7%	-12%	0.0	-7%	0	-3%	3%
- COc1ccc(C2=C(SC)CC2=NC(C)(C)C)cc1
→ -0.7	0%	-4%	-1.5	0%	-3	-7%	?
- COc1ccccc1CNS(=O)(=O)c1ccc2[nH]cc(C(=O)O)c(=O)c2c1
→ 0.8	-3%	-24%	-2.6	-11%	-9	16%	-28%
- CCCc1nc2c(sc3nc4c(cc32)COC(C)(C)C4)c(=O)n1Cc1ccco1
→ -2.5	-4%	-16%	-1.9	-1%	.	8%	-6%
- Cc1ccc(C)c(NC(=O)CC2Sc3ccccc3NC2=O)c1 (stereo not given)
→ -1.6	2%	5%	0.6	3%	0	1%	0%
- O=C1CCC(=O)N(c2ccccc2)N1
→ -0.2	-1%	16%	2.3	12%	2	10%	-1%
- O=C(COc1ccc(Cl)cc1Cl)N1CCN(c2ccccn2)CC1
→ -1.7	1%	-4%[57.1 µM]	0.2	6%	5	-21%	0%
- O=C(Cc1ccc(Cl)cc1)NNC(=S)NC(=O)c1cccnc1
→ 0.1	4%	8%	-0.8	5%	-13	-1%	-14%
- CC(C)C(Cl)=NOC(=O)Nc1ccc(S(N)(=O)=O)cc1
→ -7.8	-8%	?	-1.4	-5%	0	3%	8.4µM*
- O=C(c1ccc(=O)n(Cc2ccccc2)n1)N1CCN(C/C=C/c2ccccc2)CC1
→ -1.0	-3%	-10%	-2.1	9%	0	-16%	-13%
- CC(C)c1nc2sc3c(=S)nc[nH]c3c2c2c1CCC2
→ -0.2	-3%	-10%	-4.3	-9%	-6	-13%	-23%
- CC(=O)Nc1cc2ccccc2oc1=O
→ -3.2	16%	-31%[57.1 µM]	0.2	2%	0	-6%	-12%
- CCOc1ccc2c(c1)-c1c(ssc1=S)C(C)(C)N2
→ 3.8	21%	-20%	-0.3	24%	.	-4%	-2%
- O=C(Nc1c(C(=O)N2CCOCC2)oc2ccccc12)c1cccc([N+](=O)[O-])c1
→ -2.7	4%	-1%	-1.5	15%	1	22%	-16%
- C/C(=N\Nc1nc2ccccc2[nH]1)c1ccc(Cl)s1
→ -1.0	10%	-21%	0.7	?	-5	?	-8%
- O=C(O)COc1ccccc1/C=N/Nc1ccc(S(=O)(=O)Nc2ccc(Cl)cc2)cc1[N+](=O)[O-]
→ -0.1	?	?	0.9	-6%	-29	22µM*	?
- CCOC(=O)c1cccc(S(=O)(=O)N(CCO)Cc2cc3cc(OC)ccc3[nH]c2=O)c1
→ -2.9	7%	10%	-2.3	1%	.	10%	-9%
- O=C(NC1CC1)C1CCN(C2CCN(Cc3ccccc3C(F)(F)F)CC2)CC1
→ ?	-7%	6%	-2.0	-4%	0	5%	-2%
- COc1ccc(-c2cc(C(=O)Nc3ccc(F)cc3F)no2)cc1
→ 0.8	9%	11%	-3.7	12%	-2	4%	-5%
- O=C(COC(=O)c1ccc2c(c1)OCCO2)NCc1ccccc1Cl
→ 1.0	-3%	3%	1.4	25%	-4	14%	-5%
- O=C(CN1CCCCC1)Nc1nnc(-c2ccc([N+](=O)[O-])cc2)s1
→ 0.1	2%	-15%[57.1 µM]	-1.2	1%	-70*	-5%	-23%
- CC(=O)Nc1ccc(CN2CCC(N3CCC(C(=O)NC4CC4)CC3)CC2)cc1
→ -0.3	11%	7%	0.2	11%	2	8%	1%
- CCCCNC(=O)c1nc(-c2cccc(C(F)(F)F)c2)oc1-c1ccc(OC(F)(F)F)cc1
→ -0.4	2%	8%	.	3%	1	2%	-10%
- O=C(Nc1nc2ccc(S(=O)(=O)N3CCCCC3)cc2s1)c1cccnc1
→ 5.9	3%	-1%	1.7	-5%	.	7%	-15%
- CCc1ccccc1NC(=O)C(Cc1ccccc1)c1nn[nH]n1 (stereo not given)
→ 0.4	5%	-4%	-5.0	3%	-1	-10%	-13%
- Cc1noc(C)c1-c1ccc(C(=O)Nc2cccc(NS(C)(=O)=O)c2)c2occc12
→ 0.4	-16%	-10%	-1.3	18%	-6	-9%	-1%
- CCC1Oc2ccccc2N(CC(=O)NCCN2CCc3ccccc3C2)C1=O (stereo not given)
→ -1.5	7%	-5%	0.5	-8%	.	0%	-3%
- Cc1c(CCC(=O)O)c(=O)oc2cc(OCc3ccccc3Br)ccc12
→ 0.1	?	?	2.0	11%	-1	?	?
- c1ccc(COc2cccc(CN3CCc4ccccc4C3)c2)cc1
→ -3.7	9%	12%	1.7	2%	1	-5%	4%
- CN(CC(=O)Nc1ccccc1C(F)(F)F)C(=O)C1CCN(C(=O)c2ccc(Cl)cc2)CC1
→ -0.1	-8%	8%	0.4	-2%	1	13%	-2%

The closing 2 records of the part before are carried over, then new ones follow.
Results follow in this order: IL2 activator	EPAC1 ag	WRN helicase inh	CCT chaperon mod	EPAC2 agonist	PI5P4Ka inh	EPAC1 antag	PLK1 PBD inh
- c1ccc(COc2cccc(CN3CCc4ccccc4C3)c2)cc1
→ -3.7	9%	12%	1.7	2%	1	-5%	4%
- CN(CC(=O)Nc1ccccc1C(F)(F)F)C(=O)C1CCN(C(=O)c2ccc(Cl)cc2)CC1
→ -0.1	-8%	8%	0.4	-2%	1	13%	-2%
- CCOC(=O)N1CCN(C(=O)CN(c2ccc(OC)cc2)S(C)(=O)=O)CC1
→ 1.8	4%	4%	-0.7	5%	-3	12%	-4%
- CCCCN=C1NN=C(c2cccc([N+](=O)[O-])c2)CS1
→ -2.1	-1%	-4%	-1.8	2%	0	6%	-5%
- Cc1cccc(NC(=O)CSc2cccc3cccnc23)c1
→ -3.4	1%	0%	-0.6	8%	1	-6%	?
- O=C(CNS(=O)(=O)c1cccs1)N1CCCC1
→ -1.3	-1%	-12%[57.1 µM]	2.5	6%	-4	-4%	-1%
- Cc1ccc(S(=O)(=O)N2[C@@H](c3ccc(C(C)(C)C)cc3)C(C(=O)O)=CC[C@H]2c2ccc(Cl)c(Cl)c2)cc1
→ -0.4	5%	-8%	-2.1	12%	0	-11%	27µM*
- Cc1nc(SCC(=O)Nc2ccc(OCc3ccccc3)cc2)n[nH]1
→ 0.9	-8%	-1%	1.0	-1%	-7	3%	4%
- Cc1ccc(-n2nnc3c(=O)n(CC(=O)OCc4ccccc4)cnc32)cc1
→ 1.3	-13%	-12%	1.8	4%	5	?	-14%
- CCOC(=O)c1[nH]c(C)c(C(=O)N2CCN(c3ccccc3)CC2)c1C
→ -3.2	5%	-5%	-4.9	6%	.	-13%	-12%
- CC(C)(C)OC(=O)C[C@@H]1C/C=C\C[C@@H](CC(=O)NCCO)C(=O)NC[C@H](c2ccccc2)OC1=O
→ -0.4	2%	11%	1.2	16%	-1	-24%	-7%
- CC1Cn2c(nc3sc4c(c3c2=O)CCC4)N1CCO (stereo not given)
→ 0.2	0%	-7%	-2.3	9%	1	0%	-20%
- CC(NC(=O)CCn1c(=S)[nH]c2ccsc2c1=O)c1ccccc1 (stereo not given)
→ 0.0	13%	-15%	0.7	1%	-11	-1%	-11%
- COc1ccc(OC)c(NC(=S)N2CCCC2)c1
→ -2.1	10%	5%	-2.2	6%	-3	8%	-3%
- CCC(=O)Oc1ccc(C(=O)Nc2ccc([N+](=O)[O-])cc2)cc1
→ 0.3	-3%	3%	2.8	-3%	4	1%	8%
- O=C(Cn1ncc2c3ccccc3n(Cc3ccccc3F)c2c1=O)NC1CC1
→ -3.9	1%	0%	0.9	0%	2	6%	-9%
- Cc1c(C(C)C)c(=O)n(-c2ccc(S(=O)(=O)NC3CC3)cc2)n1C
→ -0.4	9%	-32%	0.2	15%	-7	?	-19%
- Cc1nc2ncnn2c(C)c1CCC(=O)NCc1ccc2c(c1)OCO2
→ -1.7	2%	-4%	-2.0	11%	.	-2%	-1%
- CN(Cc1ccccc1)C(=O)c1ccc(NC(=O)Cc2ccc(NC(=O)C3CCN(C(=O)C4CCCCC4)CC3)cc2)cc1
→ -0.5	-10%	-6%	-0.8	4%	3	1%	-3%
- COc1ccc(C(c2nnnn2CS(=O)(=O)c2ccc(C)cc2)N2CCN(Cc3ccccc3)CC2)cc1 (stereo not given)
→ -3.0	8%	0%[57.1 µM]	1.5	3%	1	6%	0%
- Cn1c(=O)c2c(ncn2CC(=O)N/N=C/c2cn[nH]c2-c2ccc(F)cc2)n(C)c1=O
→ 3.9	6%	12%	-4.6	13%	-4	-7%	-1%
- O=C(/C=C/c1ccc(Cl)cc1Cl)c1cccnc1
→ -3.5	12%	?	-3.1	9%	-3	-3%	?
- CCOC(=O)C1=NS(=O)(=O)NC(C)=C1
→ -0.5	-10%	6%	-2.5	7%	-6	-8%	-12%
- O=C(NCCc1ccccc1F)c1cc(COc2ccc(F)cc2F)on1
→ 1.2	-4%	5%	1.3	11%	2	1%	2%
- Cc1cccc(/C=N/NC(=O)c2cc(-c3cccnc3)nc3ccccc23)c1
→ 2.1	10%	-1%	0.5	-8%	1	8%	-5%
- CCn1cnc2scc(-c3ccc(C)c(C)c3)c2c1=O
→ 1.0	-10%	2%	0.0	19%	0	-2%	-14%
- COC(=O)CSc1[nH]c2ccc(F)cc2c1[N+](=O)[O-]
→ -0.4	-5%	-9%	2.0	5%	4	-13%	-10%
